Source: PubChem BioAssay (The Scripps Research Institute Molecular Screening Center)
JNK3 inh: blocks human JNK3 kinase activity; P53779; purified JNK3 kinase activity, HTS; inhibition, % at 8 µM; 60,000 tested, 0.61% active; in the data active = inhibition above about 17%;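 also: 0% = DMSO and 100% = reference inhibitor; many of its hits are not listed in these tables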
Target sequence (P53779 whole entry, looked up): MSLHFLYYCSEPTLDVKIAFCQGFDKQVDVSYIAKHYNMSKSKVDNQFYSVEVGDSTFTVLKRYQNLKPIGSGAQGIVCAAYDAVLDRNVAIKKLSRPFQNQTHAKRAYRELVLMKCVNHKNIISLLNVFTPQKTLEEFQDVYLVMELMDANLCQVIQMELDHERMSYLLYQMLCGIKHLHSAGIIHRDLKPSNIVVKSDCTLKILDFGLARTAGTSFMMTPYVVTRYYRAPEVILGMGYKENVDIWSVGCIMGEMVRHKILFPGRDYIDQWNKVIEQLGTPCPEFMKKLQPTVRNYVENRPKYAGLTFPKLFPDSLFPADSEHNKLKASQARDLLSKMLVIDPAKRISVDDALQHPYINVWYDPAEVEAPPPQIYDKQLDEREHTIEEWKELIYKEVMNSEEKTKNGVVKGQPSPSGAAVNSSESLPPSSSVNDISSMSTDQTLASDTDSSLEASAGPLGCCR
ROCK2 inh: ROCK2 (human) kinase inhibition; O75116; purified ROCK2, Kinase-Glo ATP depletion luminescence; inhibition, % at 6 µM; 60,000 tested, 0.35% active; AID 604;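 active = inhibition above the screen-wide mean inhibition plus 3 SD, cut at about 18% in these data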;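 also: plate controls were DMSO wells for no effect and Y-27632 control wells after no-enzyme background subtraction for full effect; many of its hits are not listed in these tables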
PKA kinase inh: PKA (human) kinase inhibition. PKA Kemptide phosphorylation, Kinase-Glo ATP luminescence. inhibition, % at 6 µM. 65,000 tested, 0.1% active;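 active = inhibition above the screen-wide mean inhibition plus 3 SD, cut at about 21% in these data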; also: many of its hits are not listed in these tables
Active calls of the source: *; & = joins results of further samples. This is a subset (hit frequency here may not be typical).

1. O=C(CN1C(=O)C2CCCCN2C(=O)c2ccccc21)N1CCCc2ccccc21 (stereo not drawn)
2. O=C(O)C(Cc1cc2ccccc2[nH]1)N1C(=O)C2CC=C(Cl)CC2C1=O (stereo not drawn)
3. Cc1ccc(-c2nc(CSCC(=O)NCCN3CCN(Cc4ccccc4)CC3)c(C)o2)cc1
4. O=c1cc(N2CCN(Cc3ccccc3)CC2)[nH]c(=O)n1-c1cccc(C(F)(F)F)c1
5. CCc1c(C)c(C#N)c2nc3ccccc3n2c1NCCN(C)C
6. COc1ccc(OC)c(NC(=O)C2CCCN2C(=O)OCc2ccccc2)c1 (stereo not drawn)
7. Clc1ccccc1Cn1nnc2c(N3CCCC3)ncnc21
8. CCOC(=O)C1(Cc2ccc(O)cc2)NC(c2ccccc2F)C2C(=O)N(C)C(=O)C21 (stereo not drawn)
Screen / compound no.,1,2,3,4,5,6,7,8
JNK3 inh,3,5,-1,6,9,-11,0,-4
ROCK2 inh,-2,7,-2,6,-1,3,5,0
PKA kinase inh,-3,8,0,10,4,6,4,3

9. COC(=O)c1sc(N2C(=O)c3oc4ccccc4c(=O)c3C2c2cccs2)nc1C (stereo not drawn)
10. COc1ccc(CCNC(=O)Cn2cnc3c(nnn3Cc3ccc(C)cc3)c2=O)cc1OC
11. CCn1c(SCc2nc3ccccc3c(=O)[nH]2)nc2ccccc2c1=O
12. Cc1onc(-c2ccccc2Cl)c1C(=O)Nc1ccc(OCC(=O)N2CCOCC2)cc1
13. Cc1nn(-c2ccccc2)c2sc(C(=O)OCn3nnc4ccccc4c3=O)cc12
14. Cn1c(=O)c2c(nc(NCc3ccccc3)n2CC(=O)NCc2ccccc2)n(C)c1=O
15. Cc1ccc(C)c(NC(=O)c2nnn(Cc3ccccc3)c2N)c1
16. Cc1cccc(N2CSC3=C(C#N)C(c4ccc(C)o4)CC(=O)N3C2)c1 (stereo not drawn)
Screen / compound no.,9,10,11,12,13,14,15,16
JNK3 inh,-2,-3,10,9,0,-2,-6,2
ROCK2 inh,5,1,7,5,2,2,3,-2
PKA kinase inh,5,0,7,11,6,4,0,-9

17. Cc1cccc(-c2c3c(=O)n(C)c(=O)n(C)c3c3nnc4ccccc4n23)c1
18. COc1ccc(OC)c2[nH]c(=O)c(CCNC(=O)c3ccc(Br)o3)cc12
19. COc1ccc(CCNC(=O)Cn2cnc3c(nnn3Cc3ccccc3F)c2=O)cc1OC
20. Nc1nc2n(n1)C(c1ccco1)CC(c1ccccc1)N2 (stereo not drawn)
21. O=C(Nc1nnc(C23CC4CC(CC(C4)C2)C3)s1)c1ccco1
22. CCOC(=O)N1CCN(C(=O)CSCC(=O)Nc2nc(-c3ccc(Cl)s3)cs2)CC1
23. CN(CCc1ccccn1)S(=O)(=O)c1ccc2c3c(cccc13)C(=O)N2
24. COC(=O)C1=C(C)N=C2SC(C)C(=O)N2C1/C=C/c1ccccc1OC (stereo not drawn)
Screen / compound no.,17,18,19,20,21,22,23,24
JNK3 inh,1,-4,-9,5,0,0,2,-3
ROCK2 inh,6,3,0,7,-1,0,9,0
PKA kinase inh,2,5,4,0,-1,3,4,1

25. CCOC(=O)c1c(C)[nH]c(C(=O)CSc2nnnn2-c2ccc(C)cc2)c1C
26. O=c1[nH]c(CS(=O)(=O)c2ccccc2)nc2ccccc12
27. O=C(NCC(c1cccnc1)N1CCN(c2ccccc2)CC1)c1ccco1 (stereo not drawn)
28. Cc1nc2sc(C(c3ccccc3)N3CCOCC3)c(O)n2n1 (stereo not drawn)
29. O=C1CN(C(=O)c2ccc(Br)o2)C(c2ccc(F)cc2)c2cc(F)ccc2N1 (stereo not drawn)
30. CCOC(=O)c1c(NC(=O)c2ccco2)sc2c1CCCCC2
31. Cc1nc(CCNC(=O)c2cccs2)cs1
32. C=C1C2(C(=O)Nc3nccs3)CCC(C2)C1(C)C (stereo not drawn)
Screen / compound no.,25,26,27,28,29,30,31,32
JNK3 inh,4,6,8,2,-1,2,0,-3
ROCK2 inh,6,5,7,5,-1,4,3,-5
PKA kinase inh,10,9,15,10,1,14,11,2

33. c1ccc(Cn2nnc3c(N4CCc5ccccc5C4)ncnc32)cc1
34. Cc1ccsc1-c1nc(CSCC(=O)NCCN2CCCC2)c(C)o1
35. O=C(CSc1ncnc2c1oc1ccccc12)N1CCN(c2ccccc2)CC1
36. CCOC(=O)N1CCN(S(=O)(=O)c2cccc3nsnc23)CC1
37. Cc1c(C)c2cc(Cl)c(O)c(CN3CCN(C)CC3)c2oc1=O
38. CCSc1nc2cc(C(=O)OC)ccc2c(=O)n1CC
39. O=C(CN1C(=O)c2cccc3cccc1c23)Nc1ccc(S(=O)(=O)N2CCOCC2)cc1
40. O=C1Nc2cc(C(=O)N3CCN(Cc4ccccc4)CC3)ccc2SC1N1CCOCC1 (stereo not drawn)
Screen / compound no.,33,34,35,36,37,38,39,40
JNK3 inh,7,-7,6,1,-4,8,10,2
ROCK2 inh,4,-1,4,6,9,0,1,3
PKA kinase inh,8,2,9,8,6,6,6,14

41. COc1ccc(OC)c(C2C3=C(N=C4SCC(=O)N42)c2ccccc2CC3)c1 (stereo not drawn)
42. COc1ccc(CCNC(=O)CN2C(=O)c3ccccc3S2(=O)=O)cc1
43. COc1ccccc1-n1cnc2cc(C(=O)NCCCN3CCOCC3)ccc21
44. Cc1sc(NC(=O)CSc2nnc(-c3ccc(F)cc3)o2)c(C#N)c1C
45. COc1ccc2cc(CCNC(=O)CC(C)(C)C)c(=O)[nH]c2c1
46. CCOCCNC(=O)c1ccccc1C(=O)NCCOCC
47. N#C/C(=C\N1CCN(Cc2ccc3c(c2)OCO3)CC1)c1nc2ccccc2s1
48. Cc1cccn2c(=O)c3cc(C(=O)NCCCN4CCCC4=O)n(C)c3nc12
Screen / compound no.,41,42,43,44,45,46,47,48
JNK3 inh,2,-6,1,4,0,-6,-4,2
ROCK2 inh,5,1,0,0,3,4,9,8
PKA kinase inh,3,8,-3,3,1,2,7,10

49. CCOC(=O)N1CCN(c2cc(=O)n(Cc3ccc(F)cc3)c(=O)[nH]2)CC1
50. COc1ccc(CCNS(=O)(=O)c2ccc(C3CNC(=O)C3)cc2)cc1OC (stereo not drawn)
51. CCc1nnc(NC(=O)CN2CCN(c3nc(-c4ccccc4)cs3)CC2)s1
52. Cc1ccc(S(=O)(=O)N(C)CCCC(=O)Nc2ccccn2)cc1
53. CC(=O)NC(CCS(C)(=O)=O)C(=O)N1CCc2ccccc21 (stereo not drawn)
54. Cn1c(NC(=O)c2ccc(Br)o2)cc(=O)n(C)c1=O
55. Cn1c(=O)c2c(nc(CN3CCN(c4ccccc4F)CC3)n2CCCc2ccccc2)n(C)c1=O
56. CC1CCCN(Cc2nc3c(c(=O)n(C)c(=O)n3C)n2CCc2ccccc2)C1 (stereo not drawn)
Screen / compound no.,49,50,51,52,53,54,55,56
JNK3 inh,6,8,3,-6,3,1,2,-4
ROCK2 inh,7,-1,-1,0,5,4,2,-5
PKA kinase inh,12,-3,3,-4,6,0,2,-5

57. CC(=O)c1cccc(NC(=O)C2CCN(S(=O)(=O)c3ccc(C)cc3)CC2)c1
58. O=C(Oc1ccc(-c2nnco2)cc1)N1CCCCC1
59. Cc1nc2cc(C(=O)NCCN3CCOCC3)ccc2n1-c1ccc(F)cc1F
60. COC(=O)c1ccc(NC(=O)C2CCCN2S(=O)(=O)c2ccc(OC)cc2)cc1 (stereo not drawn)
61. CCN1CCN(Cc2nc3c(c(=O)n(C)c(=O)n3C)n2Cc2cccc3ccccc23)CC1
62. N=C1C(c2ccccc2)=C(O)CN1c1ccc2c(c1)OCO2
63. O=C(Nc1ccccc1Cl)NC1(C(=O)NCCCN2CCOCC2)CCCCC1
64. Cc1cc(C)n2c(SCc3c(C)noc3C)nnc2n1
Screen / compound no.,57,58,59,60,61,62,63,64
JNK3 inh,1,-1,-4,-8,4,-2,1,0
ROCK2 inh,-3,9,4,0,8,1,1,3
PKA kinase inh,-8,11,1,10,8,10,6,2

65. CCn1c(NCc2ccco2)nc2c1c(=O)n(C)c(=O)n2C
66. CC1CN(Cc2nc3c(c(=O)[nH]c(=O)n3C)n2CCCc2ccccc2)CC(C)O1 (stereo not drawn)
67. Cc1ccc(-n2c(SCC(=O)NCC3CCCO3)nc3n[nH]c(C)c3c2=N)cc1Cl (stereo not drawn)
68. COc1ccc(C(=O)Cn2c(Br)nc3c2c(=O)n(C)c(=O)n3C)cc1OC
69. c1ccc(N2CCN(Cc3nnnn3C3CCCCC3)CC2)cc1
70. Cc1ccc(OCCn2c(NC(=O)c3ccco3)nc3ccccc32)cc1
71. Clc1ccccc1-c1nnc2sc(C3COc4ccccc4O3)nn12 (stereo not drawn)
72. Cc1ccc(-n2ncc3c(NCC4CCCO4)ncnc32)c(C)c1 (stereo not drawn)
Screen / compound no.,65,66,67,68,69,70,71,72
JNK3 inh,0,1,0,3,6,-1,-1,-1
ROCK2 inh,6,-9,-1,7,0,-1,8,-4
PKA kinase inh,-5,-8,-5,3,-1,-2,4,-3

Reprinted at random: four compounds from above, in no set order.
66. CC1CN(Cc2nc3c(c(=O)[nH]c(=O)n3C)n2CCCc2ccccc2)CC(C)O1 (stereo not drawn)
68. COc1ccc(C(=O)Cn2c(Br)nc3c2c(=O)n(C)c(=O)n3C)cc1OC
67. Cc1ccc(-n2c(SCC(=O)NCC3CCCO3)nc3n[nH]c(C)c3c2=N)cc1Cl (stereo not drawn)
65. CCn1c(NCc2ccco2)nc2c1c(=O)n(C)c(=O)n2C
Screen / compound no.,66,68,67,65
JNK3 inh,1,3,0,0
ROCK2 inh,-9,7,-1,6
PKA kinase inh,-8,3,-5,-5

Next section.
73. O=C(Cn1cnc2c(nnn2-c2ccc(F)cc2)c1=O)NCC1CCCO1 (stereo not drawn)
74. COc1ccccc1N1CCN(C(=O)c2sc3nc(-c4ccccc4)cn3c2C)CC1
75. O=C(Cn1cnc2c(nnn2Cc2ccc(F)cc2)c1=O)NCc1ccc2c(c1)OCO2
76. O=C(c1ccco1)N1CCN(c2ccc(Cl)c(Cl)c2)CC1
77. Cn1c(SCc2ccon2)nc2ccccc2c1=O
78. CCCCOC(=O)c1cc(=O)[nH]c2ccccc12
79. Nc1ccc2c(c1)ncn2CCCn1cnc2cc(N)ccc21
80. O=C(c1ccc(COc2ccc3c(c2)CCC3)o1)N1CCN(c2ccccc2)CC1
Screen / compound no.,73,74,75,76,77,78,79,80
JNK3 inh,-1,0,-4,1,3,1&-4,-12,2
ROCK2 inh,8,4,-1,7,8,-4&2,-4,6
PKA kinase inh,6,2,0,10,10,-5&5,-5,14

Structural class: the entries above containing a thiophene ring, fused or not (seven)
9. COC(=O)c1sc(N2C(=O)c3oc4ccccc4c(=O)c3C2c2cccs2)nc1C (stereo not drawn)
13. Cc1nn(-c2ccccc2)c2sc(C(=O)OCn3nnc4ccccc4c3=O)cc12
22. CCOC(=O)N1CCN(C(=O)CSCC(=O)Nc2nc(-c3ccc(Cl)s3)cs2)CC1
30. CCOC(=O)c1c(NC(=O)c2ccco2)sc2c1CCCCC2
31. Cc1nc(CCNC(=O)c2cccs2)cs1
34. Cc1ccsc1-c1nc(CSCC(=O)NCCN2CCCC2)c(C)o1
44. Cc1sc(NC(=O)CSc2nnc(-c3ccc(F)cc3)o2)c(C#N)c1C
Screen / compound no.,9,13,22,30,31,34,44
JNK3 inh,-2,0,0,2,0,-7,4
ROCK2 inh,5,2,0,4,3,-1,0
PKA kinase inh,5,6,3,14,11,2,3

(further entries)
81. Cc1n[nH]c(=O)nc1NC1CCCCC1
82. O=C(Nc1ccc(N2CCOCC2)cc1)C1(S(=O)(=O)c2ccccc2)CC1
83. Cn1c(=O)n(CC(=O)Nc2cccnc2)c2ccccc21
84. CCc1ccc2oc(-c3cc(N=Cc4cccc(OC)c4O)ccc3O)nc2c1
85. Nc1c(S(=O)(=O)c2cccc(Cl)c2)c2nc3ccccc3nc2n1CCN1CCOCC1
86. Cc1ccccc1NC(=O)c1cc(S(=O)(=O)N2CCOCC2)cs1
87. COc1ccc(/C(O)=C2/C(=O)C(=O)N(CCN3CCOCC3)C2c2ccccn2)cc1OC (stereo not drawn)
88. CC(C)CSc1nnc2[nH]c(=O)cc(N)n12
Screen / compound no.,81,82,83,84,85,86,87,88
JNK3 inh,6,-3,4,1,-6,-7,8,-1
ROCK2 inh,8,1,8,-3,-3,-1,9,4
PKA kinase inh,9,-2,6,2,-5,-4,5,4
